hgDAF12 agonist – H. glycines DAF-12 receptor agonists, primary screen, cell-based, luminescence, HEK293, GAL4 fusion, UAS-luciferase; AID 687014, 2013; HEK293 GAL4-hgDAF12 UAS-luciferase reporter, agonist luminescence; normalized to butyrate control; hit rate 1.8% among 370,000; Nuclear hormone receptor DAF-12 (Heterodera glycines), GAL4 fusion; activation, % at 6.8 µM;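 active means activation above a cutoff set at the mean of all screened compounds plus 3 SD, cut at about 10% in these data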;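 further: 0% = DMSO wells and 100% = sodium butyrate wells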
ssDAF-12 act – S. stercoralis DAF-12 nuclear receptor activators, primary screen, cell-based, luminescence, HEK293, GRIP1 co-expression, lit1-tk-luc; Nuclear hormone receptor DAF-12 (Strongyloides stercoralis); HEK293 ssDAF-12/GRIP1 lit1-tk-luc reporter; % of 3 µM dafachronic acid response; activation, % at 6.8 µM; hit rate 1% among 370,000; AID 652126, 2013;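 active means activation above the mean over all tested compounds plus 3 SD, cut at about 0.9% in these data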;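 further: 0% = DMSO-only wells and 100% = 3 µM delta7-dafachronic acid wells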
PG9 Ab binder – binders of HIV-1 gp120 antibody PG9, primary screen, biochemical, TR-FRET; HIV-1 gp120 / PG9 antibody interaction; TR-FRET gp120-PG9 antibody binding; inhibition, % at 6.7 µM; hit rate 0.43% among 360,000; AID 624416, 2012; in the data active means inhibition above about 8.5%
GAA850 FXN act – FXN promoter activators, primary screen, cell-based, luciferase luminescence, HEK293 lucGAA850; activation, % at 6 µM; HEK293 lucGAA850 FXN promoter luciferase reporter, 24 h; percent of 10 µM SAHA response; hit rate 0.56% among 360,000;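 active means activation above the average of all compounds screened plus 3 SD, cutoff fixed separately per campaign, cut at about 7.5% in these data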;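 further: 0% = DMSO wells and 100% = 10 µM SAHA wells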
ADAM17 inh – ADAM17 inhibitors, primary screen, biochemical, QFRET; recombinant ADAM17, EDANS/DABCYL FRET peptide cleavage; inhibition, % at 6.95 µM; Disintegrin and metalloproteinase domain-containing protein 17 (Homo sapiens), P78536; hit rate 0.83% among 370,000;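 active means inhibition above the mean of compounds lying between control limits plus 3 SD, set per campaign, cut at about 8.5% in these data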;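 further: 0% = DMSO-only wells as the low control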
Target sequence (P78536 215-824 limits assumed): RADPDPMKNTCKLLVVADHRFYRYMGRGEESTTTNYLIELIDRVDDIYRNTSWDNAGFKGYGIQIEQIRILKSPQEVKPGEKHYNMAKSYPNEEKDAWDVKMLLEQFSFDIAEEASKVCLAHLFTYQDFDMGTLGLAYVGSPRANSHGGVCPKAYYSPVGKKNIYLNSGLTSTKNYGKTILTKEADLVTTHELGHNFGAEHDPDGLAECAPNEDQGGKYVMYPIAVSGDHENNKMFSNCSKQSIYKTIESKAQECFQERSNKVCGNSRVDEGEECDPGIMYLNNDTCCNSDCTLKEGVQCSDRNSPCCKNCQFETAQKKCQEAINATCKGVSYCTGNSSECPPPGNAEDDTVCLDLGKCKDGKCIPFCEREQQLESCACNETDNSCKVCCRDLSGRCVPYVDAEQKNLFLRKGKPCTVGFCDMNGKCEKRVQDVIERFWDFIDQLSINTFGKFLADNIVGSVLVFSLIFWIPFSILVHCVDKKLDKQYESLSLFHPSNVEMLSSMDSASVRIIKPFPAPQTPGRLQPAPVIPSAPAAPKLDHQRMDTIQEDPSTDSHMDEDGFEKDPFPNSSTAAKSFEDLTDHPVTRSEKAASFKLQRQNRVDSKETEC
SMARCA2 act – SMARCA2 (BRM) function activators, primary screen, cell-based, luminescence, high throughput | MG213 cells, MMTV-luciferase reporter, dexamethasone, overnight | activation, % at 9.1 µM | hit rate 1% among 370,000 | AID 652017, 2013; in the data active means activation above about 7.8%;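 further: 0% = vehicle wells and 100% = reference activator wells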
hcDAF12 agonist – H. contortus DAF-12 nuclear receptor activators, primary screen, cell-based, luminescence, HEK293, lit1-tk-luc reporter | activation, % at 6.8 µM | hit rate 1.4% among 370,000 | HEK293 hcDAF-12 lit1-tk-luc reporter; 0% DMSO, 100% Δ7-dafachronic acid;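 active means activation above the mean of all tested compounds plus 3 SD, cut at about 5.5% in these data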;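 further: 100% = response to 3 µM Δ7-dafachronic acid high control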
DAX1 inh-1 – DAX1 (NR0B1) inhibitors on StAR promoter, primary screen, cell-based, luminescence, SF-1 (NR5A1), full-length DAX-1 | HEK293T StAR-luciferase reporter, SF-1/DAX-1 repression relief | inhibition, % at 6.8 µM | hit rate 1.1% among 370,000 | AID 652010, 2013;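 active means inhibition above the mean over all tested compounds plus 3 SD, cut at about 3.6% in these data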;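 further: 0% = DAX-1 cells with DMSO and 100% = cells lacking DAX-1 with DMSO; higher inhibition means more luminescence from relief of DAX-1 repression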
NPR1 activator – GC-A stimulated cGMP production enhancers – HEK293 GC-A cells, cGMP TR-FRET, EC30 ANP, primary screen; Atrial natriuretic peptide receptor 1 (Homo sapiens), P16066; 0% at EC30 ANP, 100% saturating ANP; activation, % at 10 µM; hit rate 0.14% among 370,000; in the data active means activation above about 40%
ADAM10 inh – human ADAM10 inhibitors, primary screen, biochemical, QFRET, HTS; recombinant ADAM10, EDANS/DABCYL FRET peptide cleavage, 3 h; inhibition, % at 7 µM; hit rate 0.62% among 370,000; AID 720582, 2013;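 active means inhibition above a per-campaign cutoff equal to the mean of compounds falling between control-based bounds plus 3 SD, cut at about 20% in these data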;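 further: 0% = DMSO wells while the 100% control is not disclosed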
DAX1 inh-2 – DAX1 (NR0B1) inhibitors, primary screen, cell-based, HEK293, Gal4-DAX1, luciferase luminescence; Nuclear receptor subfamily 0 group B member 1 (Homo sapiens), P51843; HEK293 Gal4-DAX1 luciferase reporter; inhibition, % at 6.75 µM; hit rate 0.99% among 340,000; AID 504766, 2011;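 active means inhibition above the mean over all tested compounds plus 3 SD, cut at about 4.2% in these data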;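 further: 0% = DAX1-transfected cells with DMSO and 100% = empty-vector control cells with DMSO; inhibition shows as a rise in luminescence from relieved DAX1 repression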
Target sequence (P51843 207-470 limits assumed): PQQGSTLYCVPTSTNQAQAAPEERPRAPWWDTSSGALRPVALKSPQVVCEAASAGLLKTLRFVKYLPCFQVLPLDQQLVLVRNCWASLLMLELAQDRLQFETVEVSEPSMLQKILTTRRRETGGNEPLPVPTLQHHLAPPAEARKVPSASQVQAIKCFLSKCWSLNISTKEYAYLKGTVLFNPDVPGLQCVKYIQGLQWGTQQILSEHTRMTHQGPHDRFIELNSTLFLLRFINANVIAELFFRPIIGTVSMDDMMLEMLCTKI
The depositor's hits bear a star; . = no result given.

Start of the listing, in advance, 3 compounds:
SMILES	hgDAF12 agonist	DAX1 inh-1	hcDAF12 agonist	PG9 Ab binder	ssDAF-12 act	DAX1 inh-2	ADAM10 inh	SMARCA2 act	NPR1 activator	GAA850 FXN act	ADAM17 inh
CC(=O)Nc1ccc2c(c1)nc1n2CCN(C(C)c2ccccc2)C1 (stereo not given)	1.2	0.1	0.3	0.7	-0.2	0.3	-407	-1	1	-0.4	-160
CCOC(=O)[C@@H]1[C@H]2COc3cc(OC)ccc3[C@H]2N2C(=O)N(c3cccc(F)c3)C(=O)[C@@]12C	0.0	-0.3	-1.2	0.9	-1.2	0.5	11	0	1	-1.0	-1
CC(SCC(=O)Nc1ccccc1Br)c1nc2ccccc2c(=O)[nH]1 (stereo not given)	0.7	0.8	0.0	-1.7	-0.8	0.7	2	3	-3	-0.9	2

Main list, repeating the preview:
SMILES	hgDAF12 agonist	DAX1 inh-1	hcDAF12 agonist	PG9 Ab binder	ssDAF-12 act	DAX1 inh-2	ADAM10 inh	SMARCA2 act	NPR1 activator	GAA850 FXN act	ADAM17 inh
CC(=O)Nc1ccc2c(c1)nc1n2CCN(C(C)c2ccccc2)C1 (stereo not given)	1.2	0.1	0.3	0.7	-0.2	0.3	-407	-1	1	-0.4	-160
CCOC(=O)[C@@H]1[C@H]2COc3cc(OC)ccc3[C@H]2N2C(=O)N(c3cccc(F)c3)C(=O)[C@@]12C	0.0	-0.3	-1.2	0.9	-1.2	0.5	11	0	1	-1.0	-1
CC(SCC(=O)Nc1ccccc1Br)c1nc2ccccc2c(=O)[nH]1 (stereo not given)	0.7	0.8	0.0	-1.7	-0.8	0.7	2	3	-3	-0.9	2
Cc1ccc(C)c(NC(=S)N2CCN(S(C)(=O)=O)CC2)c1	-0.8	0.4	0.7	0.2	-0.8	0.8	-4	-1	2	2.1	-1
Cc1ccc(NC(=O)COC(=O)CCc2c[nH]c3ccccc23)cc1	1.3	1.4	-0.7	-1.7	0.1	0.8	-8	-1	-3	-3.1	-1
CCOc1ccc(CNC(=O)CCCn2ccc3cc(S(=O)(=O)N4CCCC4)ccc32)cc1	-3.0	-1.2	-1.9	-0.8	-1.5	-0.7	7	-4	2	-1.5	-2
C=CCOc1nc2c(c(=O)n(Cc3ccc(Cl)c(Cl)c3)c(=O)n2C)n1C	3.0	0.2	-1.5	0.5	-1.5	-0.6	4	2	0	0.4	-4
Cc1ccc(/C=C/C(=O)Nc2cccc(S(=O)(=O)N3CCOCC3)c2)o1	1.3	-0.5	3.6	2.5	-1.1	0.0	-16	0	-1	1.7	-7
O=C(Nc1cccc(-c2nc3cccnc3s2)c1)c1ccco1	3.1	-0.7	-1.4	0.6	-1.6	0.3	-8	1	3	2.9	-6
CCOC(=O)Cc1csc(NC(=O)CC(C)(C)CC(=O)O)n1	0.3	0.2	-0.7	-1.6	-0.4	0.7	-4	-2	1	-0.8	-3
CCc1ccccc1NC(=O)Nc1cc(F)ccc1F	2.3	-0.6	-2.8	-1.1	-2.0	-2.9	5	-2	6	0.2	-1
CCC(C)c1ccccc1NC(=O)C1CCCO1 (stereo not given)	-0.5	-0.6	-0.8	-0.2	-0.6	-0.3	-6	3	0	0.6	-4
Cc1ccc(C(=O)NCC#N)cc1	1.3	-0.3	0.0	-1.4	-1.6	1.3	-9	-2	4	1.2	0
Cc1ccc(NS(=O)(=O)c2cc(C(=O)NCc3ccccn3)ccc2Cl)cc1C	-3.2	-0.4	-0.6	-1.2	-1.4	-0.5	9	-4	1	1.0	-3
CCCNC(=O)c1ccc(N2CC3CC(C2)c2cccc(=O)n2C3)c(NC(=O)Nc2ccc(CC)cc2)c1 (stereo not given)	-0.1	-0.3	-0.2	0.0	-1.3	-0.3	10	-2	-1	-7.0	3
N#Cc1c(NC(=S)NC(=O)c2ccccc2)sc2c1CCCC2	2.6	0.1	-1.2	-1.6	-1.6	0.6	-4	-1	-3	4.3	2
CCC(=O)N1CCC1(C)C(=O)Nc1cccc2cccnc12 (stereo not given)	-0.6	-0.2	-1.2	1.2	-2.0	.	-11	0	-1	-0.9	-4
COc1ccc(C(=O)Oc2ccc(C(=S)N3CCOCC3)cc2)cc1	2.2	1.4	0.0	0.5	-1.1	1.2	7	-4	3	-1.2	7
C[C@@H]1COC(=O)[C@H](NC(=O)OCC2c3ccccc3-c3ccccc32)C/C=C\C[C@@H](CC(=O)N[C@H](CO)Cc2ccccc2)C(=O)N1	1.2	0.5	-1.7	0.2	-1.3	1.5	3	0	-1	-3.2	-2
CCn1c(=O)cc(OCC(=O)Nc2ccc3c(c2)OCCO3)c2ccccc21	-2.4	-0.1	-0.1	-1.1	-1.9	0.4	0	-3	-1	-2.5	-3
CC1CCN(c2ccc3c(c2)S(=O)(=O)c2cccc(C(=O)NC4CCCCC4)c2C3=O)CC1	-1.0	0.0	1.0	0.6	-1.1	0.5	8	2	0	1.1	-3
CCOC(=O)C1(C)NC(c2ccc(O)cc2)C2C(=O)N(c3ccccc3)C(=O)C21 (stereo not given)	-1.6	0.0	-0.9	-3.4	-0.5	-0.5	5	2	-5	0.6	1
COc1ccc(Cc2nc3ccc(C(=O)N4CCCCC4CCO)cc3o2)cc1 (stereo not given)	0.3	-0.1	0.3	1.0	-0.9	0.1	-1	-1	8	2.2	-6
CCOc1cc(/C=N/NC(=O)c2ccc3c(c2)OCCO3)cc(Br)c1O	3.8	0.5	-1.5	-9.1	-1.2	1.2	-6	0	4	1.1	23*
CC(=O)Nc1c(-c2ccc(F)cc2)nc2ccccn12	1.4	-0.5	-1.7	-1.3	-1.0	0.4	-104	0	1	1.3	-28
O=C(O)c1ccc(OCC(O)Cn2cnc3ccccc32)cc1 (stereo not given)	-0.2	0.4	-1.8	-0.3	-0.8	1.1	2	-3	4	0.7	-1
COc1cccc(/C=C/C(=O)OCC(=O)Nc2ccccc2Sc2ccccc2)c1	0.6	-0.3	-2.9	-1.7	-2.2	-0.1	-7	1	0	1.0	-4
CCN(Cc1ccccc1)C(=O)c1ccc2c(=O)n3c(nc2c1)CCC3	1.6	1.9	-2.3	-0.1	-1.4	-0.5	-27	0	2	1.2	-9
Cc1ccccc1NC(=O)c1onc2c1CCCC2	10.0	2.3	3.3	0.1	-0.1	3.3	6	8.2*	1	5.0	0
COc1ccccc1-c1noc(-c2ccccc2C(=O)Nc2cccnc2)n1	-2.7	-1.5	-1.0	-4.0	-1.3	0.7	-7	5	1	-1.0	-1
CSc1ccc(CN2CCC(CO)(CCOc3ccccc3)CC2)cc1	-1.6	-0.6	-0.7	-3.2	0.1	0.0	2	-4	-9	-0.9	0
COc1ccccc1NS(=O)(=O)c1cccc(C(=O)N2CCCCCCC2)c1	-1.4	-0.8	-0.9	-1.6	-1.0	0.8	4	2	2	1.0	0
Brc1ccc(-c2csc(-c3ccncc3)n2)cc1	7.4	0.1	0.4	-0.8	-0.8	-0.2	-23	0	-4	3.0	-6
Cc1ccccc1C(=O)Nc1ccccc1N1CCN(C(=O)c2ccccc2)CC1	-1.8	-1.4	-1.6	-0.5	-1.7	-0.4	-6	-2	-1	-0.8	1
CC(=O)Nc1ccc(Nc2cc(N3CCOCC3)c3nonc3c2[N+](=O)[O-])cc1	-1.9	-0.7	-0.8	-1.9	-1.7	3.8	4	3	3	3.4	0
CSc1nnc2c(n1)OC(c1ccsc1)N(C(C)=O)c1ccccc1-2 (stereo not given)	0.7	0.0	-0.9	0.2	-1.4	0.1	0	-1	-13	0.0	-2
CC(C)OCCCNC(=O)C1CCN(S(=O)(=O)N2CCCC2)CC1	-0.4	-0.1	-0.7	1.8	-1.8	1.6	-10	-6	0	0.6	-4
Cc1cccc(C(=O)OCC(=O)N2CCCCCC2)c1O	1.8	1.9	4.5	1.4	0.0	4.5*	-6	2	2	5.2	-4
CC(C)CN(C(=O)COC(=O)c1nc(Cl)ccc1Cl)C1CCS(=O)(=O)C1 (stereo not given)	4.3	-0.1	2.2	2.1	-1.7	0.9	-25	-5	-5	-1.7	-11
Cc1cc(N(C)C)c(C#N)c(N2CCCCC2)n1	-2.0	-0.1	-1.0	0.1	-1.1	0.9	-16	-4	2	-0.1	-9
COc1cc(/C=C2\SC(=S)N(NC(=O)c3ccc(O)c(OC)c3)C2=O)ccc1O	5.0	0.5	-1.2	-4.1	-0.8	-0.1	5	-1	-2	0.7	1
Nc1ccc(C23CC4CC(CC(O)(C4)C2)C3)cc1	-3.9	-0.3	-1.7	1.4	-1.8	-0.6	1	-4	3	-2.5	-3
COc1ccc(C(=O)Nc2ccncc2)c(OC)c1	-0.2	0.5	-1.2	-1.1	-1.2	0.9	2	1	-5	2.1	-3
Cc1ccc(NC2CCCN(C(=O)c3cn(C)c4ccccc34)C2)cc1C (stereo not given)	-1.0	1.3	-0.6	-2.6	-1.1	0.1	3	-2	-2	1.8	-1
COc1cc(OC)cc(C(=O)N[C@H](C(=O)OCC(=O)c2c[nH]c3ccccc23)C(C)C)c1	2.6	-2.3	2.1	0.2	0.6	-1.1	0	-2	-4	0.8	6
Cc1c(NC(=S)N/C(=N/S(=O)(=O)c2ccccc2)c2ccccc2)c(=O)n(-c2ccccc2)n1C	1.5	-0.1	-0.5	-1.3	-0.5	-1.6	-3	-3	2	0.5	-2
COc1ccc(OC)c2sc(N(CCN(C)C)C(=O)c3ccc4ccccc4c3)nc12	3.1	-0.2	1.5	-2.5	-1.4	0.7	3	-3	-7	0.4	-4
O=C(NNS(=O)(=O)c1ccccc1)c1cccc([N+](=O)[O-])c1	1.8	0.0	1.0	0.6	-0.4	1.1	-5	-1	3	1.6	-2

A second format for some results above.
> Cc1c(NC(=S)N/C(=N/S(=O)(=O)c2ccccc2)c2ccccc2)c(=O)n(-c2ccccc2)n1C
  hgDAF12 agonist: 1.5
  DAX1 inh-1: -0.1
  hcDAF12 agonist: -0.5
  PG9 Ab binder: -1.3
  ssDAF-12 act: -0.5
  DAX1 inh-2: -1.6
  ADAM10 inh: -3
  SMARCA2 act: -3
  NPR1 activator: 2
  GAA850 FXN act: 0.5
  ADAM17 inh: -2

> COc1ccc(OC)c2sc(N(CCN(C)C)C(=O)c3ccc4ccccc4c3)nc12
  hgDAF12 agonist: 3.1
  DAX1 inh-1: -0.2
  hcDAF12 agonist: 1.5
  PG9 Ab binder: -2.5
  ssDAF-12 act: -1.4
  DAX1 inh-2: 0.7
  ADAM10 inh: 3
  SMARCA2 act: -3
  NPR1 activator: -7
  GAA850 FXN act: 0.4
  ADAM17 inh: -4

Compounds were not picked by outcome; overall some 6.8% were active at least once.
